# High-throughput results deposited in PubChem BioAssay by Broad Institute.
# Cneo AK release = Cryptococcus neoformans lysis via adenylate kinase release | C. neoformans lysis, adenylate kinase release luminescence, 4 h; normalised: neutral wells 0, clomiphene wells 100 | 0.2% of 360,000 active | lysis activity, % at 15 µM;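 active means mean lysis activity across replicates of at least 80%, whatever share of replicates individually reach that level; inactive means mean lysis activity below 80%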
#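 Material – Cryptococcus neoformans yeast cells · Quantity – 5 × 10^6 yeast cells/mL · Buffer or medium – YPD medium · Compound – single dose · Timing – 4 h static compound exposure, 37 °C, read 1 h post-reagent · Signal – adenylate kinase release luminescence · Read-out basis – lysis from increased AK signal · Benchmarks – Clomiphene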
# Casp6 inh = caspase-6 (human) enzyme inhibition; purified caspase-6, Z-VEID-R110 cleavage fluorescence; P55212; 0.53% of 350,000 active; inhibition, % at 12.5 µM;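 active means mean inhibition across replicates at least about 35%, with every replicate also reaching that limit, limit read from the data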;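 further: 0% = median of neutral control wells and 100% = no fluorescence left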
# Target sequence (P55212 24-179 limits assumed): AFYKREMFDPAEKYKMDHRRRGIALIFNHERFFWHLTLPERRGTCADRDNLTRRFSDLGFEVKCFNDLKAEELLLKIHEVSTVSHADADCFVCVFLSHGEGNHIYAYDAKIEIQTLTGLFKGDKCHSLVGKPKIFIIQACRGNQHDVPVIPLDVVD
# Target sequence (P55212 194-293 limits assumed): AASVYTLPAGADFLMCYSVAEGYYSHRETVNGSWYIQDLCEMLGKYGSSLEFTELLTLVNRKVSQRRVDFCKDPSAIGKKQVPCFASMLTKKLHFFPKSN
# PGC1a acetyl inh = PGC1a acetylation modulation, inhibitor mode. U2OS PGC1a acetylation, AlphaScreen anti-acetyl-lysine; with virally co-expressed GCN5 acetyltransferase. AID 651687. inhibition, % at 15.6 µM. 0.17% of 350,000 active;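 active means every replicate shows inhibition of at least 40%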;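 further: 0% = neutral control wells and 100% = positive control wells; some results beyond the cut were filed as inactive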
# FN deposition inh = fibronectin deposition inhibition; AH1F fibroblasts, Alexa488-fibronectin deposition fluorescence, overnight; inhibition, % at 12.6 µM; 0.086% of 350,000 active;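 active means mean inhibition across replicates of 30% or more, regardless of how many single replicates reach that level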;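 further: positive control wells lacked labelled fibronectin entirely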
#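 Assay system: AH1F fibroblasts assembling fluorescent fibronectin matrix; Amount: 10000 AH1F cells per well; Buffer or medium: DMEM, 2% serum; Probe or stimulus: Alexa488-fibronectin, 24 nM final in well; Doses: single compound dose, delivered by pin transfer; Incubation: 1 h adhesion, overnight exposure; Measured by: fluorescence 485/525 nm; Read-out: fibronectin deposition inhibition.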
# PAX8 reporter = inhibitors of PAX8 transcriptional activity in RMG-I cells | 1.2% of 360,000 active | RMG-I TPO-luciferase reporter, SteadyGlo, 24 h | inhibition, % at 12.6 µM;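 active means mean replicate inhibition at least 60% with every replicate also reaching 60%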;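 further: luciferase light reporting Pax8 driven TPO promoter activity; plate controls were median of neutral control wells for no effect and mitoxantrone controls for full effect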
# LGR2 inh = blocks bursicon-induced cAMP signaling via Drosophila LGR2; HEK293 LGR2, CRE-luciferase, bursicon-stimulated, 4 h; inhibition, % at 9.99 µM; 0.35% of 380,000 active; AID 720647;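 active means drop in luminescence signal, shown as inhibition above about 50% in the replicate tests, limit read from the data, passing the limit was not always enough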;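 further: agonist challenge used bursicon conditioned medium at about half maximal strength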
# EWS-Fli block = EWS/Fli transcriptional activity inhibition | A673 NR0B1-luciferase reporter, viability-normalised | inhibition, % at 12.6 µM | 0.67% of 350,000 active | AID 651661;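 active means mean inhibition of at least 50% after viability correction, with every replicate also passing that limit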;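 further: firefly luciferase signal divided by Alamar Blue viability fluorescence both relative to DMSO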
# miR-122 sensor = inhibitors of miR-122 in Huh7 cells; 0.3% of 340,000 active; Huh7 miR-122 Renilla luciferase sensor, 48 h; neutral wells = 0, positive control = 100; activation (reporter increase), % at 12.5 µM;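 active means mean replicate activation score at least 90 and every replicate individually at or above 90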;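 further: higher luciferase means less miR-122 activity so hits act as miR-122 inhibitors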
# Numbers without * were called inactive; . = no result given; [ ] = remark or other dose. An unsorted share of the library; 2.5% or so of the library scored in one or more.
compound	Cneo AK release	Casp6 inh	PGC1a acetyl inh	FN deposition inh	PAX8 reporter	LGR2 inh	EWS-Fli block	miR-122 sensor
CC(C)OC(=O)N(C)C[C@H]1OCc2ccccc2-c2ccccc2C(=O)N([C@H](C)CO)C[C@@H]1C	-0.8	-2.7	2.2	-7.9	-5.0	0.9	-5.1	.
CC(C)(C)c1csc(NC(=O)c2cccnc2Cl)n1	.	1.5	.	12.0	-23.4	-11.0	-23.0	.
COC1=C(C)C(O)=C(C(=O)/C=C/c2ccccc2)C(=O)C1(C)C	13.8	.	.	-0.1	-7.3	30.7	12.6	1.2
CN(Cc1ccccn1)Cc1cn(Cc2ccccc2)nc1-c1ccc2c(c1)OCO2	.	-1.3	-1.4	-7.4	-5.3	-3.0	20.3	.
O=C(Nc1nccs1)[C@@H]1[C@@H](CO)[C@@H]2Cn3c(cccc3=O)[C@@H]2N1C(=O)C1CC1	-2.3	0.0	.	.	.	5.2	-3.0	.
NS(=O)(=O)c1ccc(NC(=S)NC(=O)/C=C/c2cccs2)cc1	.	2.1	16.5	-8.4	-7.7	19.1	3.9	.
COc1cccc(C(=O)NCC2CCN(C(=O)C(=O)c3cc4ccccc4o3)CC2)c1	.	1.9	.	5.3	-0.7	13.8	11.5	.
CCN(CC)S(=O)(=O)c1ccc(N2CCCCC2)c(NC(=O)C2=COCCO2)c1	0.7	-0.2	.	-3.4	.	-6.5	15.5	-9.0
O=C(Nc1ccc(N2CCN(C(=O)c3ccco3)CC2)cc1)c1ccc(F)cc1	-2.3	.	8.1	2.4	-6.3	.	.	-7.0
COc1ccc(OCC(=O)Nc2ncc3c(n2)CC(C)(C)CC3=O)cc1	-1.1	.	5.6	2.1	10.3	.	.	-0.2
CCOC(=O)c1ccccc1NC(=O)COC(=O)C(CC)Oc1ccccc1 (configuration not stated)	-0.2	-124.5	.	4.9	-6.2	-9.9	-9.0	0.9
COc1cccc(C(=O)Nc2ccccc2OC(F)(F)F)c1	1.7	1.0	7.1	-4.2	-4.8	-6.5	1.4	.
Cc1noc(C)c1NC(=O)N(C)C[C@@H]1OCCCC[C@@H](C)Oc2ccc(NC(=O)NC(C)C)cc2C(=O)N([C@@H](C)CO)C[C@H]1C	-4.8	2.2	-17.8	.	4.5	-7.6	-6.8	4.3[16.7 µM]
CO[C@H]1CN(C)C(=O)c2cc(C#N)ccc2OCC[C@H]2CC[C@@H](OC)[C@H](CN(C)C(=O)[C@@H]1C)O2	52.6	-2.2	.	5.5	-11.5	-13.0	-2.8	.
O=S(=O)(NCc1ccc(Cl)cc1)NCc1ccccc1F	4.0	1.1	-1.6	.	1.3	-12.7	-0.5	26.5
CC(NC(=O)c1ccccc1O)c1ccccc1 (configuration not stated)	0.0	.	2.9	-1.7	.	.	.	-3.1
Clc1ccc(SCc2cn3cccnc3n2)cc1	-1.7	.	-7.6	2.8	.	-18.8	.	.
C[C@@H](O)C#Cc1ccc([C@H]2[C@H](CO)N3CCCCN(CC4CCOCC4)C[C@@H]23)cc1	-0.3	-0.7	-3.0	.	-19.9	-1.7	-5.6	17.9[16.7 µM]
C[C@@H]1CN([C@H](C)CO)C(=O)c2cc(NS(=O)(=O)c3ccc(F)cc3)ccc2O[C@@H](C)CCCCO[C@H]1CN(C)C(=O)Nc1ccccc1	.	-2.9	-16.1	-4.5	57.2	14.5	.	.
CCOC(=O)C1CCCN(C(=O)c2cn(CC)c(=O)c3cc(OC)c(OC)cc23)C1 (configuration not stated)	5.4	.	-1.0	1.5	0.7	.	.	2.5
CCOC(=O)c1cc(-c2csc(-c3ccc(C(F)(F)F)cc3)n2)on1	.	0.1	.	-2.3	-3.6	-17.2	6.7	.
Cc1ccc(C(=O)COC(=O)C2CC(=O)N(c3nc(-c4ccccc4)cs3)C2)cc1C (configuration not stated)	-2.9	.	5.4	-8.9	5.8	.	.	-8.8
Cc1noc(C)c1CSCC(=O)Nc1ccc(S(=O)(=O)C(F)F)cc1	-0.4	-2.4	-4.2	4.4	-9.2	3.3	4.1	-1.7
CC(C)(C)N(Cc1ccccc1)C(=O)COC(=O)c1ccc2ccccc2n1	0.4	-2.0	-2.2	10.2	10.9	-3.8	-4.3	-0.3
CCOCCc1nnc(NC(=O)CCS(=O)(=O)c2ccccc2)s1	-2.6	4.1	.	0.0	65.4*	8.9	-28.4	-8.3
O=c1[nH]c(SCc2ccc([N+](=O)[O-])cc2)nc2[nH]ncc12	-0.8	-1.0	.	8.8	12.7	-2.9	-9.0	-13.0
Nc1c(C(=O)Nc2ccc3c(c2)OCCO3)nnn1Cc1cccc(F)c1	-6.3	-2.3	.	-0.8	-117.1	-72.5	-90.7	1.7
CCOC(=O)/C=C1\SCC(=O)N1CC(=O)Nc1cc(S(=O)(=O)N(C)C)ccc1C	0.8	0.5	-2.5	4.8	.	-19.0	4.9	.
CCN(CC)S(=O)(=O)c1cc(NC(=O)CO/N=C(\N)c2ccccc2Cl)ccc1C	-0.2	-1.2	.	-4.9	4.2	-9.7	3.1	.
C=CCn1c(N2CCCCCC2)nc2c1c(=O)n(C)c(=O)n2C	-1.8	.	0.6	3.2	.	.	.	-4.0
CCOCCCn1c(=S)[nH]c2cc(C(=O)NCCCN(CC)CC)ccc2c1=O	-1.7	-3.3	7.6	-0.4	-12.7	7.6	-7.2	.
CCCNC(=O)[C@H]1[C@H](CO)[C@H]2Cn3c(ccc(C4=CCCCC4)c3=O)[C@@H]1N2CC	-3.2	3.4	.	.	.	3.4	-8.5	-4.7[16.7 µM]

# The closing 4 compounds of the section before open the next one.
compound	Cneo AK release	Casp6 inh	PGC1a acetyl inh	FN deposition inh	PAX8 reporter	LGR2 inh	EWS-Fli block	miR-122 sensor
CCN(CC)S(=O)(=O)c1cc(NC(=O)CO/N=C(\N)c2ccccc2Cl)ccc1C	-0.2	-1.2	.	-4.9	4.2	-9.7	3.1	.
C=CCn1c(N2CCCCCC2)nc2c1c(=O)n(C)c(=O)n2C	-1.8	.	0.6	3.2	.	.	.	-4.0
CCOCCCn1c(=S)[nH]c2cc(C(=O)NCCCN(CC)CC)ccc2c1=O	-1.7	-3.3	7.6	-0.4	-12.7	7.6	-7.2	.
CCCNC(=O)[C@H]1[C@H](CO)[C@H]2Cn3c(ccc(C4=CCCCC4)c3=O)[C@@H]1N2CC	-3.2	3.4	.	.	.	3.4	-8.5	-4.7[16.7 µM]
O=C(O)c1ccccc1C(=O)NCCCn1ccnc1	1.2	-25.2	1.4	-5.8	-5.1	-2.2	-2.7	-3.8
Cc1ccc(S(=O)(=O)N2CCN(CC(=O)N/N=C\c3ccc(Cl)c([N+](=O)[O-])c3)CC2)cc1	.	.	-4.6	0.2	2.0	-0.1	.	-4.1
O=C1C(Cc2ccccc2)Nc2ncnc(N3CCCCC3)c2N1Cc1ccccc1 (configuration not stated)	40.1	3.3	.	-0.4	2.5	6.6	2.7	.
O=C(CCC(=O)OCCCC(F)(F)C(F)(F)F)Nc1ccccc1	5.8	3.3	5.6	.	.	-3.3	8.7	-2.7
O=C(CCCc1ccccc1)Nc1ccccc1C(F)(F)F	1.3	1.3	1.0	-5.3	-24.1	-17.1	2.6	0.8
C[C@@H]1CCCCO[C@@H](CN(C)CC2CC2)[C@H](C)CN([C@H](C)CO)C(=O)c2cc(NC(=O)Nc3ccc4c(c3)OCO4)ccc2O1	63.1	3.2	6.2	4.0	-3.8	-2.6	.	0.5[16.7 µM]
C=C(Br)Cn1c(CC)nc2ccccc21	-1.8	.	-10.2	1.0	-12.5	.	.	0.5
O=C(NC1CC1)C1CCN(c2ncccn2)CC1	-0.2	-4.9	5.4	3.0	-2.3	11.5	-3.3	-2.0
Cc1ccc(C2CC(c3cccs3)=NN2C(=O)CCl)cc1 (configuration not stated)	-3.0	4.1	-19.2	-7.2	-16.9	-63.1	64.8*	-5.9
COc1ccc(-c2noc(CN3CCN(c4ccccc4)CC3)n2)cc1	-0.1	-2.1	6.0	11.8	-3.7	-7.0	-0.8	-7.3
N#CC(C(=O)Nc1ccccc1)=C1CCCCC1	-0.6	.	-14.1	4.4	.	-17.6	.	-5.0
C[C@@H]1CN([C@H](C)CO)C(=O)c2cc(NC(=O)Cc3ccccc3)ccc2O[C@@H](C)CCCCO[C@H]1CN(C)Cc1ccc(Cl)c(Cl)c1	5.6	-0.9	.	.	97.2*	-4.8	8.8	-4.9[16.7 µM]
Cc1noc(C)c1S(=O)(=O)N(C)C[C@H]1OCCCC[C@@H](C)Oc2ccc(NC(=O)CCCN(C)C)cc2C(=O)N([C@@H](C)CO)C[C@H]1C	-0.7	2.6	19.9	.	4.1	-1.6	8.8	-8.3[16.7 µM]
O=C(NCCCn1ccnc1)c1ccc(-c2cccc(Cl)c2Cl)o1	1.4	-28.6	7.2	5.0	-18.1	-13.5	-7.0	-2.5
COc1ccc(Oc2ccc(N/C=C3/CCCC3=O)cc2)cc1	-2.9	-2.2	-14.0	-4.5	-35.1	-2.5	8.9	-9.5
Cc1ccc(-c2nc(CS(=O)CC(=O)NC(C)CCc3ccccc3)c(C)o2)cc1 (configuration not stated)	-0.6	3.6	.	21.4	30.6	8.0	.	.
O=C(c1ccc(F)cc1)N1CCN(c2ccccn2)CC1	-1.6	-1.1	-9.7	-0.6	3.5	4.7	7.9	-5.2
CO[C@H]1CN(C)C(=O)c2cc(NC(=O)Cc3ccccc3)ccc2OC[C@@H](C)NC[C@H]1C	-1.4	.	-7.5	-4.6	-12.4	.	3.9	.
O=C(CN1CCC(Cc2ccccc2)CC1)NC(=O)NC1CCCCC1	.	0.2	.	6.9	-4.3	8.2	-0.8	.
CCN(CC)S(=O)(=O)c1ccc(=O)n(CC(=O)N2Cc3ccccc3CC2C(N)=O)c1 (configuration not stated)	-0.4	-0.1	-0.6	-0.4	-9.4	6.7	-6.1	-2.6
COC(=O)c1ccc(CN2CCN(Cc3ccc(F)cc3)C(CCO)C2)cc1 (configuration not stated)	.	3.8	-7.7	1.6	1.2	8.3	3.0	.
Cc1ccc(S(=O)(=O)N(C)C[C@H]2OCCCC[C@@H](C)Oc3ccc(NC(=O)c4ccncc4)cc3C(=O)N([C@@H](C)CO)C[C@@H]2C)cc1	2.5	-0.5	3.1	4.6	-3.5	-13.6	-13.8	10.7[16.7 µM]
CCOc1ccccc1N1CCN(C(=O)c2ccc3[nH]c4c(c3c2)CCCC4)CC1	2.9	0.8	.	-0.7	10.5	-4.4	-7.5	2.6
Cc1ccc2nc(C)cc(C(=O)N/N=C/c3ccncc3)c2c1	-1.7	0.4	12.3	.	-12.9	3.5	-2.9	-1.0
CCCN(C)C[C@@H]1OCCCC[C@H](C)Oc2ccc(NS(=O)(=O)c3ccc(C)cc3)cc2C(=O)N([C@H](C)CO)C[C@@H]1C	98.4*	-3.4	-8.3	.	9.4	-1.6	.	-11.2[16.7 µM]
